HT1080 IDH1KD tx = kills HT-1080 cells with IDH1 knockdown | HT-1080 IDH1 knockdown viability, ATP luminescence, 48 h | Potency, µM (top dose mostly 46.1 µM), without a hit: top-dose activity, negative = toxicity, most hits filed as cytotoxic | 360,000 compounds, 2% hits;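 note: potency is the fitted concentration of half-maximal effect; 0% = DMSO wells and -100% = cell-free medium wells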
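HT-1080-IDH1KD cells (IDH1 knocked down), 750/well in RPMI with 5% FBS, treated with compound 48 h at 37 degrees C. Viability by CellTiter-Glo luminescence, normalised to DMSO and no-cell wells; concentration-response curves classed.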
HT1080NT lethal = kills 2HG-producing HT-1080-NT fibrosarcoma cells; 360,000 compounds, 1.6% hits; Potency, µM (doses to about 46.1 µM), for inactives: at the highest dose activity, negative = less viability, usual class: cytotoxic; HT-1080-NT fibrosarcoma viability, CellTiter-Glo ATP luminescence, 48 h;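 note: NT is the 2HG producing partner of a matched IDH1 knockdown line; potency is the fitted concentration of half-maximal effect; 0% = DMSO-treated cells and -100% = media-only wells without cells; nearly all actives have a fitted effect of over 55% in size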
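Viability by CellTiter-Glo luminescence after 48 h compound exposure at 37C of HT-1080-NT cells (750/well, RPMI, 5% FBS). % activity scaled between DMSO wells and medium-only wells, then curve-fitted and categorized by curve class.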
HepG2 tox = kills HepG2 cells in TGF-b inhibitor counter-screen; HepG2 CAGA-GFP viability, ATP luminescence, 18 h; Potency, µM (doses to about 46.1 µM), for inactives: at the highest dose activity change, negative = cytotoxicity, hits mostly cytotoxic; 410,000 compounds, 0.76% hits; AID 588856; note: potency is the fitted concentration of half-maximal effect; some results filed as inactive show a strong effect at the top dose
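CellTiter-Glo luminescence gave cytotoxicity after 18 hours at 37 degrees C. The cells were HepG2 CAGA-GFP in 1% FBS DMEM, stimulated with 500 pg/mL TGF-beta after compound addition. %Activity was normalised to no-cell wells (complete cell-killing) and DMSO (no toxicity), and curves were fitted and classified.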
ATXN2 expr inh = reduces ATXN2 reporter expression in HEK-293 cells; HEK-293 ATXN2-luciferase reporter, luminescence, 24 h; Potency, µM (doses to about 57 µM), inactives show at the top dose activity change, negative = inhibition, usual class: inhibitors; 360,000 compounds, 0.72% hits; AID 1745845; note: potency is the fitted concentration of half-maximal effect; % is set by controls: 0 for no effect and ±100 for the full control effect; nearly all actives have a fitted effect of over 55% in size
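qHTS (up to 57 uM final) was run with 24 h compound exposure of reporter cells at 37 °C. Each well was multiplexed: SteadyGlo luminescence measured ATXN2-luciferase expression after a fluorogenic Gly-Phe-AFC viability readout (25 uM final).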
KB-3-1 tox = kills parental KB-3-1 adenocarcinoma cells. KB-3-1 viability, CellTiter-Glo ATP luminescence, 72 h. 400,000 compounds, 1.4% hits. Potency, µM (top dose mostly 46.1 µM), for inactives: at the top dose activity change, negative = cytotoxic, actives largely listed as cytotoxic. AID 1347075; note: potency is the fitted concentration of half-maximal effect; % is set by controls: 0 for no effect and ±100 for the full control effect; nearly all actives have a fitted effect of over 60% in size
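Viability of parental KB-3-1 cells, measured by CellTiter-Glo luminescence, followed a 72 h incubation at 37 °C with pinned compounds in phenol-red-free DMEM containing 10% FBS.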
MCF10A rerep = inducers of DNA re-replication in MCF 10A breast cells; MCF 10A DNA re-replication, Hoechst nuclear intensity, 48 h; Potency, µM (top dose mostly 46.1 µM), inactives show top-dose activity, positive = re-replication, actives largely listed as activators; 350,000 compounds, 2.9% hits; AID 624296; note: potency is the fitted concentration of half-maximal effect; % of control where 0% means no effect; nearly all actives have a fitted effect of over 50% in size
IL-1B inflam inh = inflammasome signaling inhibition, IL-1 beta readout. THP-1 LPS/ATP IL-1B secretion, AlphaLISA, 16 h; hits give low values. activity change, % at 57.5 µM. 360,000 compounds, 4.7% hits. AID 743279; in the data active = activity change below about -50%; inconclusive = mostly about -30% to -49%; note: % is set by controls: 0 for no effect and ±100 for the full control effect
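THP-1 cells pretreated 1 hr with compounds (up to 57.5 uM final), then stimulated with LPS (250 ng/mL final) plus ATP (1.25 mM final); secreted IL-1B measured by AlphaLISA after 16 hr, decreased signal indicating inhibition.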
S2 tox = cell viability loss in ATXN counter-screen. AID 651635. S2 cells (HEK-293 line with an ATXN2-luciferase reporter) viability, CellTiter-Fluor protease fluorescence, 24 h. 400,000 compounds, 0.49% hits. Potency, µM (series often up to 56.7 µM), usual class: cytotoxic; note: potency is the fitted concentration of half-maximal effect; nearly all actives have a fitted effect of over 40% in size
SW480 rereplic = DNA re-replication induction in SW480 cells; SW480 DNA re-replication, Hoechst DNA content imaging, 48 h; 340,000 compounds, 1.8% hits; Potency, µM (top dose mostly 46.1 µM), without a hit: at the highest dose re-replication activation, usual class: activators; note: potency is the fitted concentration of half-maximal effect; % of control where 0% means no effect; nearly all actives have a fitted effect of over 55% in size
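Treated cells incubate 48 hr (37 C, 5% CO2), are stained 40 min with Hoechst, and nuclear fluorescence is enumerated; a rise in nuclei with high DNA signal marks re-replication.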
The depositor's hits bear a star; i = inactive; ? = inconclusive; nt = not tested or not shown; [ ] = dose if it differs, or a comment. Unless noted, calls come from the whole dose curve; as a rule, active = well fitted curve in the direction sought with a large enough effect; inconclusive = small, poorly fitted or top-dose-only effect, or another doubt; inactive = no such curve, though single readings can be large; an effect the other way counts as inactive or inconclusive.

Molecule | HepG2 tox | IL-1B inflam inh | HT1080NT lethal | HT1080 IDH1KD tx | KB-3-1 tox | MCF10A rerep | SW480 rereplic | ATXN2 expr inh | S2 tox
O=[N+]([O-])c1ccc(C=NNC(=S)NN=Cc2ccc([N+](=O)[O-])cc2)cc1 | 0% | 28 | 0% | 0% | -1% | 2% | ? | ? | ?
CCC(Sc1ccc2nnc(-c3ccc(F)cc3)n2n1)C(=O)OC (stereo not given) | -13% | -10 | -7% | ? | -10% | 13% | 37% | -8% | i
COc1cccc(-c2nnc(-c3ccc(C(F)(F)F)cc3)o2)c1 | -27% | -8 | 5% | 14% | -8% | -178%[0.0737 µM] | -18% | 65%[activator] | i
CC(Sc1nnc(COc2ccc([N+](=O)[O-])cc2)n1-c1ccccc1)C(=O)O (stereo not given) | 1% | ? | 4% | 27% | -1% | -12% | -8% | -13%[11.3 µM] | i
O=C(NCCc1ccccc1)c1cnn(-c2ccc(F)cc2)c1-n1cccc1 | -17% | nt | nt | nt | 1% | nt | nt | 4% | i
Cc1c(NC(=O)c2ccc(Cl)nc2)cccc1-c1nc2cccnc2s1 | -26% | 11 | -21% | -15% | -11% | 7% | ? | -9% | i
Cc1cc(C)cc(-n2nnc(C(=O)NCc3ccco3)c2N)c1 | 0% | -23 | 3% | 6% | ? | 0% | -1% | 52%[activator] | i
O=C(COC(=O)CCNS(=O)(=O)c1ccccc1)NNC(=O)c1ccccc1 | 8% | 19 | 4% | 5% | -1% | 0% | -108%[inhibitor] | 5% | i
CCOc1ccc(NC(=O)CSc2nnc(-c3ccncc3)n2-c2ccccc2)cc1 | 1% | nt | nt | nt | 0% | nt | nt | -4% | i
COc1ccc(N(Cc2cc3ccccc3[nH]c2=O)C(=O)c2cccc(Cl)c2)cc1 | -7% | nt | nt | nt | 4% | nt | nt | ? | ?
CN(C)N=Nc1ccc(-c2cn(Cc3ccccc3)cn2)cc1 | 2% | -18 | -25% | -20% | -24% | 17% | 6% | 9% | i
CC(CSc1n[nH]c(=S)s1)c1ccccc1 (stereo not given) | -8% | 24 | 2% | 14% | -7% | -6% | 2% | -1% | i
C[C@@H]1CN([C@H](C)CO)C(=O)CCCn2nncc2CO[C@H]1CN(C)Cc1ccc(C(=O)O)cc1 | -5% | -5 | -1% | 1% | 18% | nt | nt | 0% | i
CCOc1ccc(C(=O)Cc2ccccc2)cc1 | -14% | -9 | 13% | 29% | ? | -2% | 2% | 21% | ?
CCOc1ccc(-c2nonc2NC(=O)c2oc3ccc(C)cc3c2C)cc1OCC | -1% | nt | nt | nt | 9% | nt | nt | 9% | i
O=C(c1ccco1)n1nc(-c2ccccc2)nc1NCc1ccco1 | -15% | ? | 26% | 19% | 8% | 17% | 1% | 27% | i
Cc1cc(SCC(=O)c2cccs2)nc2ccccc12 | -35% | 39 | -15% | -9% | ? | ? | 2% | 56%[activator] | i
C=CC(=O)Nc1ccc(Br)cc1 | 10% | ? | ? | ? | ? | ? | 20% | -21% | i
CCC1CCCCN1CCCNC(=O)CN1C(=O)COc2ccc(S(=O)(=O)N3CCC(C)CC3)cc21 (stereo not given) | -19% | -7 | -1% | 8% | 7% | -3% | -9% | 1% | i
C1CCc2nnc(C3CC3)n2CC1 | 0% | 6 | 0% | 2% | 0% | -1% | -46%[inhibitor] | 4% | i
CCNC(=S)N(Cc1cc2cc(C)cc(C)c2[nH]c1=O)C1CCCC1 | -34% | 1 | -15% | -5% | 1% | 6% | -3% | -20% | ?
CCOc1ccc(C2C(C(=O)OC)=CN(C(C)c3ccccc3)C=C2C(=O)OC)cc1 (stereo not given) | -8% | -9 | 2% | 0% | 0% | 16µM* | ? | nt | nt
COc1ccc(S(=O)(=O)N2CCCCC2c2cc(C(=O)Nc3ccccc3Cl)no2)cc1 (stereo not given) | -13% | 16 | -9% | -18% | -11% | nt | nt | -24% | i
CCc1cc(C(=O)NC2CCCc3c2cnn3-c2ccc(F)cc2F)no1 (stereo not given) | -75% | 36 | 0% | -10% | 15µM* | nt | nt | nt | i
O=C(CCc1ccccc1)Nc1ccccc1[N+](=O)[O-] | 9% | 4 | 23% | 20% | -13% | 0% | 0% | 51%[activator] | ?
Cc1ccc(-c2csc(NC(=O)COc3ccc(N(C)S(=O)(=O)c4ccc(C)cc4)cc3)n2)cc1 | -2% | -8 | -2% | -3% | -14% | 5% | 8% | -15% | i
CCOC(=O)c1cccc(S(=O)(=O)N(CCO)Cc2cc3cc(OC)c(OC)cc3[nH]c2=O)c1 | 0% | 0 | 4% | 4% | 12% | 3% | 10% | 10% | i
Cc1ccc(C2=NS(=O)(=O)N(C)C(C(=O)N(C)C3CCCCC3)=C2)cc1 | -29% | -7 | 12% | -1% | -2% | -1% | ? | -3% | i
Cc1ccc(SCCC(=O)NC(C(C)C)C(C)C)cc1 | -7% | 4 | -1% | 4% | -1% | 3% | -3% | nt | i
CCOC(=O)C1CCCN(C(=O)c2ccc(-c3ccccc3)cc2)CC1 (stereo not given) | -4% | 4 | 5% | 0% | 0% | nt | nt | -11% | i
CCCn1c(CCC(=O)Nc2cc(Cl)c(OC)cc2OC)nc2cccnc21 | -6% | nt | nt | nt | -6% | nt | nt | -11% | ?
O=C(Nc1nnc(C2=COCCO2)o1)c1ccc(Cl)cc1 | -7% | -4 | -1% | -30% | -11% | 15% | ? | -16% | i
Cc1cc(C(=O)O)ccc1N/C=C1\CCCC(C)C1=O (stereo not given) | -2% | 14 | 1% | -2% | 3% | 9% | 3% | -40% | i
CCOc1ccccc1/C=N\Nc1cnn(Cc2ccccc2)c(=O)c1Cl | 10% | ? | -5% | -24% | -13% | ? | 11% | -21% | i
Cc1cc(N2CCN(c3ccccc3)CC2)nc(-c2ccccc2)n1 | -20% | -8 | -2% | -22% | -14% | ? | 0% | -17% | i
O=C(Nc1cccc(-c2cccc(F)c2)c1)C1CCN(Cc2ccc(CO)o2)CC1 | -24% | -13 | ? | ? | ? | 11% | 16µM* | -18% | i
O=C(CN1C(=O)NC2(CCCCCC2)C1=O)Nc1ccc(Br)cc1Br | -6% | -4 | -2% | -19% | 1% | 1% | 3% | -4% | i
CCOC(=O)C[C@@H]1OC[C@H](C)N1S(=O)(=O)c1ccc(C)cc1 | nt | 32 | 11% | 10% | 5% | nt | nt | nt | nt
CCOc1ccc2c(c1)S/C(=C\c1cccs1)C(=O)N2 | -12% | 10 | ? | ? | 0% | ? | ? | 45%[activator] | i
Cc1cc(C)c(C#N)c(=N)o1 | 0% | 0 | -4% | 0% | 3% | -4% | -2% | -6% | i
CN(CCNC(=O)Cn1c(=O)sc2ccccc21)Cc1ccccc1 | -56% | -30 | -7% | 0% | 0% | 12% | -2% | 2% | i
Cc1ccccc1C(=O)NC1CCSC1=O (stereo not given) | 8% | 15 | ? | -4% | 27% | 0% | 7% | nt | i
CNC(=O)Cn1c(=O)n(C)c2ccccc21 | -10% | 35 | 1% | 0% | 0% | 0% | -4%[9.22 µM] | 6% | i
CCOc1ccc(NS(=O)(=O)c2ccc3[nH]cc(C(=O)NCc4ccco4)c(=O)c3c2)cc1 | -44% | nt | nt | nt | -3% | nt | nt | 1% | i
Cc1cc(C)c(S(=O)(=O)Nc2c(C)n(C)n(-c3ccccc3)c2=O)cc1[N+](=O)[O-] | 2% | 27 | 4% | 4% | -10% | -7% | 0% | 1% | i
COc1ccccc1CNc1cc(C)ccn1 | 0% | -24 | -1% | -6% | -10% | -11% | 13% | 6% | i
CCOC(=O)Nc1ccc(C)cc1C | -6% | 11 | -2% | 2% | -6% | -4% | 4%[9.22 µM] | -6% | i
CCCn1nc(C(=O)NNC(=O)c2cccc(C)c2)c2ccccc2c1=O | -18% | 10 | -9% | -13% | 24% | -1% | -1% | 1% | i
CCCCN(C(=O)COC(=O)C1(c2ccccc2)CC1)c1c(N)n(CCC)c(=O)[nH]c1=O | -11% | -11 | 6% | 4% | 0% | nt | nt | nt | ?
COc1ccc(/C=C2\C(=O)NCC(=O)N2Cc2ccccc2)cc1 | 6% | 26 | ? | ? | ? | ? | 16µM* | -24% | i

3 entries picked at random from the list so far, as already listed:
Molecule | HepG2 tox | IL-1B inflam inh | HT1080NT lethal | HT1080 IDH1KD tx | KB-3-1 tox | MCF10A rerep | SW480 rereplic | ATXN2 expr inh | S2 tox
CCOC(=O)Nc1ccc(C)cc1C | -6% | 11 | -2% | 2% | -6% | -4% | 4%[9.22 µM] | -6% | i
C=CC(=O)Nc1ccc(Br)cc1 | 10% | ? | ? | ? | ? | ? | 20% | -21% | i
CCOc1ccccc1/C=N\Nc1cnn(Cc2ccccc2)c(=O)c1Cl | 10% | ? | -5% | -24% | -13% | ? | 11% | -21% | i

The list goes on.
Molecule | HepG2 tox | IL-1B inflam inh | HT1080NT lethal | HT1080 IDH1KD tx | KB-3-1 tox | MCF10A rerep | SW480 rereplic | ATXN2 expr inh | S2 tox
CC(C)(C)OC(=O)C[C@@H]1C/C=C\C[C@H](CC(=O)NCCO)C(=O)N[C@@H](Cc2ccccc2)COC1=O | 8% | 12 | 12% | 8% | -2% | -9% | -2% | 4% | i
C=CCn1c(=O)c2ccccc2n2c(SCc3nc4ccccc4s3)nnc12 | 0% | 7 | -4% | -6% | 2% | ? | 6% | 47%[activator] | ?
NC(=O)CSc1nnc(-c2ccco2)n1N | 12% | 16 | 10% | 14% | -1% | 3% | -4% | -1% | i
COc1ccc(N2CCN(C(=O)c3ccc(NC(=O)c4nsc5ccccc45)cc3)CC2)cc1 | -27% | nt | nt | nt | -16% | nt | nt | 29% | i

Assay outcomes from PubChem.
